Screens deposited in PubChem by several laboratories.
FBA Mtb inh = Mtb FBA enzyme inhibitors, primary screen, biochemical, fluorescence, strain H37Rv; inhibition, % at 1 µM; purified M. tuberculosis FBA, fluorescence read-out; Fructose-bisphosphate aldolase (Mycobacterium tuberculosis (strain ATCC 25618 / H37Rv)), …; actives 2.3% (n = 360,000); in the data active means inhibition above about 27%;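 further: 0% = vehicle and 100% = reference inhibitor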
UGM FP inh = M. tuberculosis UGM enzyme inhibitors, primary screen, biochemical, fluorescence polarization, single point | UDP-galactopyranose mutase (Mycobacterium tuberculosis (strain ATCC 25618 / H37Rv)), … | purified UGM, fluorescence polarization probe displacement | inhibition, % at 10 µM | actives 0.06% (n = 320,000); in the data active means inhibition above about 10%, passing the limit was not always enough; inconclusive means no clear call, values can overlap the other calls
Target sequence (P9WIQ1 whole entry, looked up): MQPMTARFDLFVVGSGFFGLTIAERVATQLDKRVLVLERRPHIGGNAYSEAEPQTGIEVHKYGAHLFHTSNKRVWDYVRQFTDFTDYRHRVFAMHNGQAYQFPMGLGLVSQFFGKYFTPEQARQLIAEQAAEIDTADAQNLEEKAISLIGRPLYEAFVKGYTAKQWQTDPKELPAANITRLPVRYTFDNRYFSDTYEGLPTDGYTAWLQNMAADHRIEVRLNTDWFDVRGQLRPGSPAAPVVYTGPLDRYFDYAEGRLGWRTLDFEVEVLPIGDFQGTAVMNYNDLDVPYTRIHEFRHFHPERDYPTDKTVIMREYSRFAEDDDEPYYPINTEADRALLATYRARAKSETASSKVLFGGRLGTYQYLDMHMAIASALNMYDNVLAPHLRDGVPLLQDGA
Rv3671c protease = Rv3671c serine protease inhibitors, primary screen, biochemical, fluorescence polarization, M. tuberculosis H37Rv; inhibition, % at 5.96 µM; actives 0.048% (n = 320,000); P9WHR9; AID 2606, 2010; in the data active means inhibition above about 38%;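 further: extracellular domain of Rv3671c used as enzyme; 0% = enzyme with DMSO and 100% = no enzyme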
Target sequence (P9WHR9 whole entry, looked up, the tested form may be a part): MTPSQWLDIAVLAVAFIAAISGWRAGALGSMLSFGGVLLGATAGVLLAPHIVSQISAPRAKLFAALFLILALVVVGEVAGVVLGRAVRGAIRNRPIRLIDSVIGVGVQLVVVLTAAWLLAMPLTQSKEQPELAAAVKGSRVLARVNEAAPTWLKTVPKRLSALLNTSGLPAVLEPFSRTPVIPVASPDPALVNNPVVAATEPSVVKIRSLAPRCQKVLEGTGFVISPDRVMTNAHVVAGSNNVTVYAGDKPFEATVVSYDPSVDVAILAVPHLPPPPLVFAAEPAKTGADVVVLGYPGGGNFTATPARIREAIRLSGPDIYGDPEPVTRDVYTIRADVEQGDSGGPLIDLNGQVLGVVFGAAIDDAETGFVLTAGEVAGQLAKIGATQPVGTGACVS
PrPC TRFRET = inhibitors of human cell surface prion protein PrPC, primary screen, cell-based, TR-FRET. Major prion protein (Homo sapiens), P04156. TR-FRET read-out. inhibition, % at 13.8 µM. actives 0.43% (n = 370,000). AID 720596, 2013; in the data active means inhibition above about 24%; further: 0% = median of the test wells and 100% = reference compound wells
FadD28 binding = inhibitors of FadD28 bisubstrate probe binding, primary screen, biochemical, fluorescence polarization, single point. Mycobacterium tuberculosis FadD28 fatty-acid-AMP ligase. inhibition, % at 12.5 µM. actives 0.22% (n = 360,000); in the data active means inhibition above about 8.5%, passing the limit was not always enough; inconclusive means no clear call, values can overlap the other calls
Mtb BioA inh = M. tuberculosis BioA enzyme inhibitors, primary screen, biochemical, plate reader, single point, HTS | 7,8-diaminopelargonic acid synthase BioA (Mycobacterium tuberculosis) | purified M. tuberculosis BioA enzyme | inhibition, % at 9.99 µM | actives 0.096% (n = 360,000); in the data active means inhibition above about 40%; inconclusive means no clear call, values can overlap the other calls
GDH-TPI counter = GDH-TPI coupling enzyme inhibitors, primary screen, artefact control for M. tuberculosis FBA inhibitor project, biochemical, absorbance, full deck; GDH-TPI coupled enzyme counterscreen, NADH absorbance; inhibition, % at 4.8 µM; actives 1.2% (n = 360,000); AID 588335, 2011; in the data active means inhibition above about 30%;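 further: 0% = DMSO wells and 100% = wells lacking the enzyme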
BoNT F protease = BoNT/F light chain protease inhibitors, primary screen, biochemical, flow cytometry, MLPCN library | Botulinum neurotoxin type F light chain protease (Clostridium botulinum) | Multiplex microsphere protease cleavage assay | inhibition, % at 10 µM | actives 0.22% (n = 360,000) | AID 588497, 2011; in the data active means inhibition above about 35%, passing the limit was not always enough; inconclusive means no clear call, values can overlap the other calls; further: plate controls were buffer without enzyme for full effect and enzyme alone for no effect
MazF activator = activators of E. coli MazEF toxin-antitoxin RNase, primary screen, biochemical, fluorescence, uHTS; Endoribonuclease toxin MazF (Escherichia coli (strain K12)), P0AE70; FAM/BHQ RNA-DNA oligo cleavage fluorescence, 5 h; activation, % at 20 µM; actives 0.32% (n = 350,000); in the data active means activation above about 50%
Target sequence (P0AE70 whole entry, looked up): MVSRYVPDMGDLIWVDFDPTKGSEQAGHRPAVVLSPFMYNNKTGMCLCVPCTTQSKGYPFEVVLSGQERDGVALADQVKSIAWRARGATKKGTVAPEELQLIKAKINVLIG
* marks the source's active call; other numbers are inactive results; u = inconclusive; x = not tested or not shown; & = joins results of further samples.

SMILES	FBA Mtb inh	UGM FP inh	Rv3671c protease	PrPC TRFRET	FadD28 binding	Mtb BioA inh	GDH-TPI counter	BoNT F protease	MazF activator
CCOc1ccccc1CN1CCNC(=O)C1CC(=O)NCCC1=CCCCC1 (stereo not given)	3	0.1	1	3	-2.2	0.2	-1	-4	-5
Cc1ccc(OCCCCN2CCCC(C)C2)c([N+](=O)[O-])c1 (stereo not given)	0	0.1	-4	-3	-2.4	x	7	-4	2
O=C(CSc1cccc2cccnc12)Nc1ccc(S(=O)(=O)N2CCOCC2)cc1	18	0.0	-9	5	-4.9	-1.4	-1	-3	11
CC1CCN(C(=O)CCNS(=O)(=O)c2ccc3c(c2)c(=O)n(C)c(=O)n3C)CC1	2	-1.5	2	-3	-1.3	-0.9	-4	-4	7
CC(=O)C1C(c2ccccc2)c2c(n[nH]c2C)CC1(C)O (stereo not given)	0	-3.0	4	-3	-2.4	0.5	-6	-12	2
CC(=O)Nc1ccc(SCC(=O)N(C)C2CCS(=O)(=O)C2)cc1 (stereo not given)	0	1.4	-3	-2	-2.1	x	6	-1	10
Cc1ccc2c(c1C)NC(C(=O)O)C1CC=CC21 (stereo not given)	0	1.6	-1	x	4.5	-1.1&1.8	5	x	-4
COc1ccc(C(C)=O)cc1CSc1nc2nc(C)cc(C)n2n1	0	0.5	5	-1	0.7	0.0	-5	2	-21
CCOc1ccc(NC(=O)Nc2cc(-c3ccccc3)sc2C(=O)OC)cc1	1	1.1	-10	1	-0.7	-1.8	10	-8	3
CCOc1ccc(Br)cc1CNCc1cccnc1	3	0.9	x	0	-1.6	3.0	3	4	-18
CC(C)C(=O)N[C@@H]1c2ccccc2CC[C@@H]1O	0	x	x	3	1.1	-0.2	-5	4	4
O=C(/C=C/c1ccc2c(c1)OCO2)c1c(O)n(CCc2ccccc2)c(=O)[nH]c1=O	2	26*	-3	-2	-0.5	-6.8	-5	-4	-8
COc1ccc(-c2nc(C#N)c(NCCCN3CCOCC3)o2)cc1	149*	-0.1	-4	1	-1.6	-0.7	11	-9	0
O=C(NCc1ccco1)c1ccc(Cl)c(S(=O)(=O)N2CCCC2)c1	-2	1.1	-1	2	-2.6	x	-3	-3	2
CCc1cc(C(=O)OCC(=O)NCCc2ccccc2)sc1C	2	x	x	0	-2.3	-1.1	6	-8	-9
CCOC(=O)C1CCCN(C(=O)CC(c2ccccc2)c2ccccc2)C1 (stereo not given)	-1	-1.0	-3	-1	-2.2	2.6	4	0	-3
CC1(C)C(C(=O)NCc2ccco2)C1(C)C	5	-0.3	6	9	1.5	-3.4	6	-4	6
CCOc1ccc(C(=O)Nc2cc(S(=O)(=O)Nc3ccccc3Cl)ccc2N2CCOCC2)cc1	-1	1.2	-10	-6	-1.1	x	3	-14	2
Cc1ccc(NC(=O)C2CCCN(S(=O)(=O)c3cccnc3)C2)c(C)c1 (stereo not given)	2	-1.4	-4	-4	-1.7	-0.3	-3	12	7
CCOc1cc(C(=S)N2CCCCC2)ccc1OCC(=O)NCc1ccccc1	0	-0.3	-5	3	0.3	2.4	6	5	0
Cc1cc(/C=N/NC(=O)c2ccncc2)c(C)n1-c1ccccc1	0	3.4	3	-6	-1.9	x	19	-4	-10
C/C(=N/NC(=O)Cc1cccn1C)c1ccccc1	2	3.1	-1	-5	1.2	6.1	13	-3	8
COc1ccc(S(=O)(=O)NCC(=O)NCCc2ccc(OC)c(OC)c2)cc1	1	-2.5	1	7	-1.7	0.1	-3	x	1
COc1ccccc1CNCC(=O)N1CC(=O)Nc2ccccc21	8	2.4	5	0	-0.1	x	1	2	9
CCN(C(=O)CSc1nnc(C)c(=O)[nH]1)c1cccc2ccccc12	6	2.7	-9	1	0.3	-5.5	9	1	3

Remaining list, next part:
SMILES	FBA Mtb inh	UGM FP inh	Rv3671c protease	PrPC TRFRET	FadD28 binding	Mtb BioA inh	GDH-TPI counter	BoNT F protease	MazF activator
Cn1c(C(=O)N2CCN(C(=O)c3ccco3)CC2)cc2c(=O)n(C)c3ccccc3c21	0	-0.7	3	4	-3.2	0.4	-2	-8	14
CC(=O)Nc1ccc(S(=O)(=O)N2CCC(NC(=O)c3ccccc3)CC2)cc1	0	1.1	-6	-6	-2.5	-1.2	7	u	8
CC(SC1=NCCS1)C(=O)Nc1nnc(-c2ccc(Br)cc2)s1 (stereo not given)	3	-0.1	-6	10	-1.7	-0.6	9	-4	-4
O=C(C1CCCC1)N1CCCC(Nc2ccccc2)C1 (stereo not given)	-1	-1.0	4	7	-4.7	-0.8	-12	4	-2
CN(C)c1nc(Cl)nc(N(C#N)CCOc2ccccc2)n1	-1	-2.7	0	-2	-4.5	x	-2	-2	-9
CCCCC1=CC2=C(c3ccco3)C(=O)C(C)(OC(=O)c3ccc(OC)cc3)C(=O)C2=CN1CC1CC1 (stereo not given)	1	4.5	-1	3	0.7	-0.9	20	-24	-58
CCCCN(C(=O)c1cccc(C)c1)c1c(N)n(CCC)c(=O)[nH]c1=O	1	-1.4	2	1	-1.1	0.1	-6	-3	9
Cc1ccc(CSc2nnc(C)c(=O)[nH]2)cc1	3	-3.3	-4	0	0.9	x	5	-2	3
COc1ccc(CCNC(=O)COC(=O)c2ccc([N+](=O)[O-])o2)cc1	1	2.6	-13	-14	-2.5	-0.1	7	-7	9
COc1cc(C(C)=O)ccc1OC(=O)N(C)c1ccccc1	0	0.1	4	-3	u	2.9	4	u	-28
COC(=O)c1ccc(Nc2nc(C)nc3c2nnn3Cc2ccccc2)cc1	2	-0.9	-4	-2	-3.5	0.0	-3	15	9
Nc1ncnc2nc(SCCN3CCCCC3)[nH]c12	-1	-4.9	5	-2	-0.2	-1.8	8	0	4
CCN(CCCn1c(SCC#N)nc2ccccc2c1=O)c1ccccc1	-1	0.5	10	11	-2.2	1.4	-11	0	-4
Cn1c(/C=N/Nc2nc3ccccc3[nH]2)nc2ccccc21	3	1.1	-3	-13	1.3	x	9	-19	2
CC(=O)Nc1cccc(NC(=O)CN2c3cccc4cccc(c34)S2(=O)=O)c1	9	1.3	-17	-11	-3.2	0.6	1	-11	-11
O=C(CCC1CCCC1)NCCCNC(=O)CCC1CCCC1	-3	1.7	-2	8	-3.6	-1.9	6	0	2
COCCCNc1nc2c(c(=O)n(Cc3cccc(Br)c3)c(=O)n2C)n1C	-2	-2.1	6	5	-2.9	x	-2	u	6
CCOC(=O)c1cc(NC(=O)c2ccc(C)cc2)c(=O)oc1C(F)(F)F	-1	1.6	6	-2	0.9	x	8	-6	1
Cc1cc(C)cc(NC(=S)Nc2ccc3cn[nH]c3c2)c1	4	x	3	1	-2.9	x	-3	-2	1
CCCc1nnc(SCC(=O)Nc2cccc(Cl)c2Cl)o1	-1	2.3	7	-1	-4.7	0.9	9	-20	5
Cc1cc(OC(C)C(=O)NC2CC(C)(C)NC(C)(C)C2)c2c(C)c(C)c(=O)oc2c1 (stereo not given)	71*	x	x	-7	0.1	-2.7	13	-2	8
CCCCN1CC[C@H]2C=CC[C@@H](C(=O)N3CCN(c4ccccc4)CC3)[C@H]2C1=O	-2	-1.0	-1	-2	-0.1	-0.1	0	-10	2
Cc1ccc(NC(=O)c2cccs2)cc1NC(=O)c1ccco1	0	-2.4	-3	4	-3.1	0.8	-4	-17	-13
Cc1ccc(-c2nc3ncccc3o2)cc1NC(=O)c1ccc([N+](=O)[O-])o1	-2	-2.3	-2	x	-1.3	-0.5	11	-3	11
CC(C)(C)NS(=O)(=O)c1cc(C(=O)Nc2sccc2C#N)ccc1Cl	-3	-0.5	-26	-2	-0.9	x	29	0	-4

Reprinted at random: 3 records from the list
SMILES	FBA Mtb inh	UGM FP inh	Rv3671c protease	PrPC TRFRET	FadD28 binding	Mtb BioA inh	GDH-TPI counter	BoNT F protease	MazF activator
CN(C)c1nc(Cl)nc(N(C#N)CCOc2ccccc2)n1	-1	-2.7	0	-2	-4.5	x	-2	-2	-9
COc1ccc(CCNC(=O)COC(=O)c2ccc([N+](=O)[O-])o2)cc1	1	2.6	-13	-14	-2.5	-0.1	7	-7	9
Cc1ccc(NC(=O)c2cccs2)cc1NC(=O)c1ccco1	0	-2.4	-3	4	-3.1	0.8	-4	-17	-13

Next records
SMILES	FBA Mtb inh	UGM FP inh	Rv3671c protease	PrPC TRFRET	FadD28 binding	Mtb BioA inh	GDH-TPI counter	BoNT F protease	MazF activator
CCOC(=O)C1=NNC2(c3ccc(C)cc3)C(=O)N(c3ccccc3)C(=O)C12 (stereo not given)	2	3.4	-1	-9	-0.8	-0.2	-3	1	10
OC(CCN1CCCCC1)(c1ccccc1)C1CCCCC1 (stereo not given)	-3	4.6	-1	8	-2.1	-0.2	7	-6	-13
CCOc1ccc(N(CC(=O)NCCSc2ccccn2)S(C)(=O)=O)cc1	-2	0.3	-8	-2	-0.6	0.7	0	-3	0
FC(F)(F)c1ccccc1CN1CCCC(N2CCN(c3ccccc3)CC2)C1 (stereo not given)	-2	-0.5	1	2	-2.0	-0.7	1	-9	-26
CCc1nc(NCCN2CCOCC2)c(C#N)c2c1CCCC2	3	2.7	5	4	0.0	1.2	20	-26	-1
O=c1c(C=NCC2CCCO2)c(-c2ccccc2)[nH]n1-c1ccc([N+](=O)[O-])cc1 (stereo not given)	0	4.9	-10	-4	-0.6	x	4	-4	15
Cc1cc(C)n2nc(SCC(=O)N3CCOCC3)nc2n1	5	0.9	-12	2	-0.4	2.1	10	-4	-1
COc1ccc(NC(=O)C2OCCc3ccccc32)c(OC)c1 (stereo not given)	3	-1.0	2	4	-2.1	-0.4	11	7	-5
COC(=O)c1ccccc1S(=O)(=O)N1CCC(C(=O)OC(C)C(=O)NC(N)=O)CC1 (stereo not given)	2	5.0	-3	-2	-1.6	x	3	-7	5
NC(=S)c1cn(C2OC(CO)C(O)C2O)c2ncnc(N)c12 (stereo not given)	1	1.6	-1	28*	-1.4	-0.3	3	-6	-9
CCc1ccc(-c2nc3ccc(Br)cc3c(C(=O)O)c2C)s1	38*	1.8	x	48*	0.9	x	18	-11	1
COc1ccc(C2SCCN2S(=O)(=O)c2ccc(NC(C)=O)cc2)cc1 (stereo not given)	0	-0.4	-1	2	-3.5	3.9	9	-8	-6
Cc1ccc(SCC(=O)Nc2nccs2)cc1	0	-1.2	-3	9	0.0	-1.1	0	-4	0
CC(C)CCC1CC(CSC(=N)N)OC1=O (stereo not given)	-1	-1.2	-4	-3	-3.5	0.0	2	9	0
CC(c1ccco1)N(C(=O)COc1ccc(Cl)cc1)c1ccccn1 (stereo not given)	-2	3.1	-2	-3	-3.0	-0.2	1	6	0
CC(Sc1nc2ccccc2c(=O)n1CC1CCCO1)C(=O)NC(C)c1ccccc1 (stereo not given)	-1	-3.9	13	7	-1.6	0.4	0	u	9
COc1ccccc1OCC(=O)NCC(C)NC(=O)COc1ccccc1OC (stereo not given)	0	1.9	-2	-3	-3.2	-0.3	2	-10	3
Cc1[nH]n(-c2ccc([N+](=O)[O-])cc2)c(=O)c1C=NCCc1ccc(S(N)(=O)=O)cc1	-2	2.2	-9	-2	0.2	-0.4	23	-2	3
N/C(=N\OC(=O)C1CCCCC1)c1cccc(Br)c1	4	-0.3	-3	x	-1.9	-1.4	7	12	-3
COc1ccc(C(=O)N2CCCCCC2)cc1S(=O)(=O)N1CCOCC1	-1	0.1	3	-1	-0.4	-0.3	-6	4	-6
